KLF5 inhibitor – suppresses KLF5 promoter-driven expression. DLD-1 KLF5 promoter-luciferase reporter, luminescence. AID 1700. inhibition, % at 5 µM. 290,000 compounds, 0.23% hits;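 active = inhibition above a per-plate limit of that plate's mean compound inhibition plus 3 SD, cut at about 60% in these data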;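 note: 0% = DMSO wells and 100% = LY294002 at 200 µM; higher means less KLF5 promoter-driven luciferase light; inactives centre near -14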
aSyn UTR inh – 5' untranslated region of α-synuclein, MLPCN primary screen; AID 1813; 300,000 compounds, 0.82% hits; inhibition, % (tested at 7.5 µM); alpha-synuclein 5'UTR reporter, inhibitor activity; in the data active = inhibition above about 60%; inconclusive = no clear call, values can overlap the other calls;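 note: H4 neuroglioblastoma cells stably carrying SNCA 5'UTR luciferase fusion; 0% = DMSO wells and 100% = positive control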
GSK3 alpha inh – inhibitors of human GSK-3 alpha kinase. AID 2650. 320,000 compounds, 0.1% hits. P49840. inhibition, % at 10 µM. ADP-Glo luminescence, 60 min;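 in the data active = inhibition above about 50%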;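 note: GST-tagged GSK-3 alpha with peptide substrate and 25 µM ATP; 0% = DMSO neutral wells and 100% = GW8510 positive control wells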
Target sequence (P49840 whole entry, looked up): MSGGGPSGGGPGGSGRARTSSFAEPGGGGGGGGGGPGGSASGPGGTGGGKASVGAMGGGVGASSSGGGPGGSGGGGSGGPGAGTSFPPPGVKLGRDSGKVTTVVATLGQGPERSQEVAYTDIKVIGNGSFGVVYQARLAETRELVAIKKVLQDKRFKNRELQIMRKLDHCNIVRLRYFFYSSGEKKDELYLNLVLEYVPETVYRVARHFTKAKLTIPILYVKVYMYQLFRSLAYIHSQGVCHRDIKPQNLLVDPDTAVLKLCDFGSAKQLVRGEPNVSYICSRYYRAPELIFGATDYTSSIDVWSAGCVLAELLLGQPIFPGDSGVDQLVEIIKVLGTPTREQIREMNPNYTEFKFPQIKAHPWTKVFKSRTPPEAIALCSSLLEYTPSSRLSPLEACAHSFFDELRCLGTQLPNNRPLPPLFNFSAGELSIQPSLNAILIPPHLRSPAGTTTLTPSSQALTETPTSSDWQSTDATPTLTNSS
HSF1 inhib – HSF1 inhibition; NIH3T3-HGL HSE-luciferase, MG132-induced, luminescence 8 h; hits give low values; activity change, negative = inhibition, % at 7.5 µM (by protocol); 300,000 compounds, 0.77% hits;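 active = more than half of replicate wells show activity change below -50%, luminescence cut by over half; inconclusive = some wells, but at most half, below -50%; inactive = no replicate well below -50%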;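 note: luciferase reports HSF-1 transcriptional activity via heat shock element; 0% = median of DMSO wells and -100% = zero luminescence signal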
AI-2 QS modul – modulates the Vibrio harveyi AI-2 quorum sensing system | Vibrio harveyi JMH597 AI-2 luminescence/OD600 ratio, 9 h; hits give low values; strain lacks LuxN and CqsS sensors; 0 = neutral-control median | activity change, % at 7.5 µM | 300,000 compounds, 0.4% hits; in the data active = activity change below about -75%, passing the limit was not always enough; inconclusive = no clear call, values can overlap the other calls;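 note: luminescence divided by OD600 gain over 9 h not by final OD600 alone; inactives centre near 13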
HSP90 refold inh – HSP90 refolding inhibition in rabbit reticulocyte lysate | luciferase refolding luminescence, 3 h | inhibition, % at 5.6 µM | 290,000 compounds, 0.91% hits | AID 1789;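 active = inhibition above the screen-wide mean plus 3 SD, computed separately per campaign, cut at about 16% in these data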;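 note: 0% = DMSO wells and 100% = 60 µM geldanamycin wells; inhibitors lower the luminescence because luciferase stays unfolded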
IEC-6 tox – IEC-6 cytotoxicity, counter-screen for KLF5 inhibitors. inhibition, % at 5 µM. AID 1825. 290,000 compounds, 0.78% hits. luminescence viability; in the data active = inhibition above about 22%;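 note: 0% = plate median of test compound wells and 100% = cytotoxic reference compound wells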
HIF act – HIF pathway transcriptional activation. 300,000 compounds, 0.32% hits. activation, % at 7.5 µM (by protocol). U2OS HRE-luciferase reporter, luminescence; normalized: DMSO 0%, desferrioxamine 100%. AID 1910;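 active = mean activation of at least 10% of the iron chelator positive control signal, with at least half of replicates also reaching 10%; inconclusive = mean and replicate majority disagree about reaching 10%; inactive = mean and most replicates under 10%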
GSK3B inh – inhibitors of human GSK3beta kinase | P49841 | GST-GSK3beta kinase, ADP-Glo luminescence, 60 min; hits give low values | activity score (negative = inhibition), % at 10 µM | 300,000 compounds, 0.038% hits | AID 2097;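 active = more than half of replicate wells score below -50%, meaning over 50% inhibition versus plate controls; inconclusive = some replicates but at most half score below -50%; inactive = no replicate scores below -50%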;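 note: 0% = median DMSO wells and -100% = median GW8510 positive control wells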
Target sequence (P49841 whole entry, looked up): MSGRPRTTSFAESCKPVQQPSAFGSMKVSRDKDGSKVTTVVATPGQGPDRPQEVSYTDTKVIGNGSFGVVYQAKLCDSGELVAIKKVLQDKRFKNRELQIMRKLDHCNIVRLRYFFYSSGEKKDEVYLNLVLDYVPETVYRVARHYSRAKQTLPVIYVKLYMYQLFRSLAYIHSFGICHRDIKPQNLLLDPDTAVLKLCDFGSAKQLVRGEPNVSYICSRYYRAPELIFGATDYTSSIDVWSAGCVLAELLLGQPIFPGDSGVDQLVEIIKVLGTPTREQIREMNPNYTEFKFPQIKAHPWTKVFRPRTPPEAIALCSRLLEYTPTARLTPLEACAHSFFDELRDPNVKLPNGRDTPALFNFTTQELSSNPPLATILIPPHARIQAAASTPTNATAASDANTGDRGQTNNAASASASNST
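test system = GST-tagged human GSK3beta kinase, cell-free | reagent = 25 µM ATP with peptide substrate | dosing = one dose of 10 µM per compound | schedule = 60 min reaction, RT | detection = luminescent ADP-Glo measurement of ADP formed | control set = DMSO neutral wells and GW8510 at 20 µM as positive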
HSF1 activator – increases HSF-1 driven luciferase reporter signal; AID 504408; 300,000 compounds, 1.7% hits; activation, % at 9 µM; NIH3T3-HGL HSF-1 luciferase reporter, MG132, 8 h; 100% = twice DMSO control signal;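 active = mean replicate activation of at least 50% with a set share of replicates each reaching 50%; inconclusive = only one of those two conditions met; inactive = mean below 50% and too few replicates reaching it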;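 note: 0% = median of the neutral control wells and 100% = twice that signal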
* = called active by the depositor; ? = inconclusive; · = not tested or not shown.

Compound	KLF5 inhibitor	aSyn UTR inh	GSK3 alpha inh	HSF1 inhib	AI-2 QS modul	HSP90 refold inh	IEC-6 tox	HIF act	GSK3B inh	HSF1 activator
COc1ccccc1CN1CC(C(=O)N(C)CCOc2ccccc2)CCC1=O (stereo unspecified)	-7	-8	-2	0	20	3	-1	0.6	0	8
C=CCSc1nnnn1-c1ccc(OC)cc1	-9	9	-2	1	4	-4	3	0.1	2	20
COCCOC(=O)C1=C(C)Nc2ncnn2C1c1ccc(F)cc1 (stereo unspecified)	-5	4	0	·	33	-1	3	-0.2	-4	·
Nc1nonc1-n1nnc(C(=O)N/N=C/c2ccccc2Cl)c1CN1CCOCC1	-5	7	50*	3	38	-2	-1	-0.2	-2	7
CC(=O)Nc1ccc(N2CCCCC2)cc1	-8	8	-4	5	23	-2	-7	0.3	7	-5
Cc1cc(C)cc(NC(=S)NN)c1	-15	20	1	7	13	4	4	-0.4	4	6
CCn1cc(-c2cc(C(=O)O)c3ccccc3n2)cn1	5	21	-1	-9	1	0	-2	0.1	3	4
CCOC(=O)c1nnn(CC(=O)Nc2cc(Cl)ccc2C)c1C(=O)OCC	-28	-6	-1	0	7	-1	-1	0.1	-3	22
O=C(CCCn1c(=S)[nH]c2ccc(Br)cc2c1=O)NCC1CCCO1 (stereo unspecified)	-15	22	-1	25	15	4	5	0.1	1	72*
O=C(/C=C/c1ccc([N+](=O)[O-])cc1)OCc1cnc(-c2ccccc2)o1	-4	-31	1	12	7	1	1	0.3	-3	11
O=Nc1[nH]c(=O)c(/C=C(\O)c2ccccc2)nc1NO	-43	-18	0	0	-3	6	-1	0.6	-2	8
Cc1[nH]n(C(N)=S)c(=O)c1N=Nc1ccc(Br)cc1	-96	-90	-1	13	14	11	4	4.3	-2	15
COc1ccc(OC)c(C2=NS(=O)(=O)N(C)C(C(=O)Nc3ccc(C(C)=O)cc3)=C2)c1	-21	8	-1	-10	13	-2	9	-0.2	4	-9
CCOc1ccccc1C(=O)Nc1ccc(C(=O)c2ccccc2)cc1	-37	-25	-2	1	2	7	10	-0.2	-1	9
O=S(=O)(Nc1nc2c(s1)CCCC2)c1ccc(F)cc1	-22	-10	0	-2	2	0	-6	1.1	4	-4
NNC(=O)c1sc(-c2ccc(Cl)cc2)cc1N	-116	-82	0	23	28	0	8	2.3	0	26
COc1ccc(CNC(=O)C2CCN(C(=O)c3ccco3)CC2)cc1	-16	-2	0	5	28	-5	-4	0.9	1	-3
O=C(C1Cc2ccccc2CN1C(=O)c1ccccc1)N1CCN(c2ccccc2)CC1 (stereo unspecified)	4	-1	-3	-2	12	2	1	0.2	2	7
CCN(CC)CCNC(=O)C1CCC(=O)N(c2ccc(OC)cc2)C1c1ccc(F)cc1 (stereo unspecified)	-19	·	-1	·	·	0	-2	·	·	·
COc1ccc(/C=c2\sc3nc(-c4ccccc4OC)nn3c2=O)c(OC)c1	5	-25	1	-3	17	1	1	0.0	2	-2
O=C(Nc1ccc(Br)cc1)NC1CCCCCCC1	-160	-49	1	19	19	-4	4	2.9	-3	50
CC(=O)Nc1ccc(S(=O)(=O)NCC(=O)OCC(=O)N2CCc3ccccc32)cc1	0	7	6	-4	30	-5	6	-7.3	0	-13
COc1cnc(-c2ccccn2)nc1Sc1cccc(Cl)c1	15	38	-1	-34	29	2	7	-1.1	0	-52
COc1ccc(CSC(=N)N)cc1[N+](=O)[O-]	-37	-25	0	-9	-4	-2	4	0.3	-10	-22
CN(C)c1ccc(/C=N/N=C2/NC(=O)/C(=C/c3ccc([N+](=O)[O-])cc3)S2)cc1	-27	·	0	·	·	15	-1	·	·	·
COc1cccc(/C=C/C(=O)NCc2cn3cc(Cl)ccc3n2)c1OC	-20	-13	-1	4	29	7	-2	1.1	0	17
Cc1nc(Nc2ccc(S(N)(=O)=O)cc2)sc1C(=O)Nc1ccccc1	-3	-2	-1	7	4	3	-1	-0.4	0	11
CCCCCCn1cc(C(=O)O)c(=O)c2cc(F)c(N3CCN(C)CC3)cc21	-2	-21	1	7	36	0	4	-11	-1	2
Clc1cccc(/C(Cc2nc3ccccc3[nH]2)=N\Nc2ccccc2)c1	-49	-64	-1	6	6	5	2	0.3	0	10
CC12CC3(C)CC(C)(C1)CC(C(=O)NC(=S)NC(C)(C)C)(C2)C3	-12	22	-2	-11	7	-4	-4	-0.1	-1	1
COCCNc1nnnc2c1sc1nc(N3CCOCC3)c3c(c12)CC(C)(C)OC3	28	29	1	-1	-9	4	-4	0.2	-1	2
COC(=O)c1ccc(NC(=O)Cn2nc(C)c3ccccc3c2=O)cc1	-34	23	1	0	-96*	-4	-1	0.1	2	3
COC(=O)CSc1nc2c(c(=O)n(C)c(=O)n2C)n1CCCc1ccccc1	-5	2	-1	-1	21	0	1	0.0	0	-10
Cc1c(Cl)cccc1NC(=O)CCC(=O)N/N=C/c1ccc[nH]1	-11	11	-1	-6	13	1	5	-0.5	5	-4
Cc1cc(C)cc(NC(=O)CN(Cc2ccccc2)S(C)(=O)=O)c1	-22	11	0	-3	18	-2	4	0.2	1	-19
CCC(C)C(=O)N1CCCC(c2nc(-c3cccs3)no2)C1 (stereo unspecified)	-55	-126	-5	2	32	4	0	2.8	0	9
O=C(CC1Oc2ccccc2NC1=O)NCCCN1CCOCC1 (stereo unspecified)	-22	-21	-4	-1	15	2	5	·	-2	7
Cc1nc(NC(=O)c2ccc(Cl)cc2)sc1-c1csc(Nc2cccc(F)c2)n1	-109	-61	3	12	15	69*	3	0.7	2	13
O=C(CN(c1ccccc1F)S(=O)(=O)c1ccccc1)N1CCCCCC1	-4	14	-2	3	-1	0	-9	0.3	2	19
CC1CC(=O)C=C(O)C1C(=O)OC(C)(C)C (stereo unspecified)	-19	13	-2	-2	30	-2	-1	-0.3	5	-7
CN1CCN(CCC(=O)N/N=C/c2cc3c(cc2[N+](=O)[O-])OCO3)CC1	-30	-12	0	-2	12	4	0	0.3	1	0
COc1cc2c(C)nc(C)c(C#N)c2cc1OC	-18	25	5	-3	13	0	0	0.1	3	-6
COc1ccccc1NC(=O)Nc1ccc(CC#N)cc1	-76	-115	0	12	19	-1	-6	1.8	0	43
O=C1CSC(c2ccc(Cl)cc2)N1c1cccnc1 (stereo unspecified)	3	11	-1	5	-18	4	-5	-0.5	2	21
Cc1cccc(OCC(=O)NC(Cc2ccccc2)C(=O)O)c1 (stereo unspecified)	-23	-4	-8	-5	29	-5	0	-0.4	2	-7
CCN(CC(=O)NCc1cccs1)C(=O)C1CC(=O)N(c2ccc(OC)cc2OC)C1 (stereo unspecified)	·	1	0	1	11	·	·	0.4	0	0
N[C@@H](Cc1ccc(O)cc1)c1nnc([C@H](CCC(=O)O)NC(=O)C2CCNCC2)o1	-21	-14	1	-4	20	9	1	-0.4	-2	14
CN(C)c1cccc(NC(=O)Cc2ccc(F)cc2)c1	-16	-25	5	12	28	1	6	0.1	3	34
O=C(Sc1nnnn1C1CCCCC1)c1cccs1	-7	-2	-2	-5	22	1	2	-0.2	-2	-1
COc1ccc(S(=O)(=O)NNc2nc(C)cc(C)n2)cc1[N+](=O)[O-]	-14	7	-3	6	6	-4	-2	-5.8	-1	-6
COc1ccc2c(CC(=O)Nc3cccc(S(=O)(=O)N4CCOCC4)c3)coc2c1	-3	-2	-1	15	28	2	-1	-0.1	4	14
COc1ccc2oc(=O)c(C(=O)NCc3ccc(C)cc3)cc2c1	-6	-16	-1	-7	11	0	-2	-1.1	-2	3
CCC(C)(C)n1nnnc1C(c1cc2ccc(OC)cc2[nH]c1=O)N1CCN(C2CCCCC2)CC1 (stereo unspecified)	-10	·	2	·	·	-1	6	·	·	·
O=C(CCN1CCN(S(=O)(=O)c2ccc(F)cc2)CC1)Nc1ccccc1F	-14	-1	0	19	18	-5	0	-0.1	-1	?
COC(=O)c1cnn(-c2ccc(F)cc2F)c1/C=N/NC(=S)NC(C)(C)C	14	-3	-2	15	32	2	5	-0.6	1	18
CCc1cccc(NC(=S)Nc2ccc(CN3CCOCC3)cc2)c1	-20	-11	1	-8	6	-5	-8	1.1	-1	-3
CC(C)OC(=O)CSc1nc(N2CCOCC2)c2c(c1C#N)CC(C)(C)OC2	-17	18	-1	2	8	2	1	0.5	0	3
CC(=O)Nc1cccc(C(=O)O)n1	-19	25	2	·	2	-4	-5	0.2	0	·
CC(C)Cc1nn2c(=O)cc(CSCC(=O)Nc3ccccc3F)nc2s1	-15	-8	0	-1	10	3	2	-0.5	4	-7
CCOC(=O)Cn1nc(C)c(NC(=O)COc2ccc([N+](=O)[O-])cc2)c1C	-12	5	-1	-53*	15	-3	0	0.0	1	-63

The results go on.
Compound	KLF5 inhibitor	aSyn UTR inh	GSK3 alpha inh	HSF1 inhib	AI-2 QS modul	HSP90 refold inh	IEC-6 tox	HIF act	GSK3B inh	HSF1 activator
N#Cc1c(-c2ccccc2)c(C#N)c2nc3ccccc3n2c1N	-19	27	-2	1	8	-1	-2	0.6	0	31
CC(C)(C)Nc1nc2nonc2nc1NC(C)(C)C	-25	9	0	-7	12	3	-2	-0.3	1	-10
O=c1[nH]nc2c3ccccc3cnn12	-11	4	8	-6	24	-2	-6	0.0	0	-3
CCc1ccc(C(=O)CSc2nnc(C)c(=O)[nH]2)cc1	-23	14	-3	0	18	0	9	·	3	22
N#Cc1cnn(-c2cccc(Cl)c2)c1-n1cccc1	-25	10	-1	-35	3	0	-2	-0.4	-1	·
CON/C=C(\C=Nc1ccc(Cl)cc1Cl)c1ncc(C(F)(F)F)cc1Cl	-33	-37	-3	-4	20	-3	-2	-0.1	1	-8
Cc1ccc(C(=O)Nc2ccc(S(=O)(=O)N3CCN(C)CC3)cc2)cc1	-18	-13	-2	-1	17	0	4	0.7	0	-9
CCn1c(CC(=O)Nc2ccccc2Cl)nnc1SCC(=O)NC1CCCC1	-16	7	-1	-9	18	3	8	1.1	-2	-9
COc1ccc(C)cc1NC(=O)C(Sc1nnc(Nc2cc(C)ccc2OC)s1)c1ccccc1 (stereo unspecified)	-10	4	-5	1	41	6	4	-1.7	0	-4
COc1ccccc1C(=O)COC(=O)C(CCSC)NC(=O)COc1ccccc1 (stereo unspecified)	·	3	1	0	7	·	·	0.3	-1	9
CCn1c(SCC(=O)NCc2ccccc2)nnc1-c1ccccc1O	8	24	-2	1	7	1	-3	-0.2	-6	7
OCCN=Cc1c(O)[nH]c2ccccc12	1	4	1	-8	16	-2	5	-0.1	-2	1
COc1ccc(-n2nc(C(=O)Nc3nc4ccc(OC)cc4s3)c3ccccc3c2=O)cc1	-26	39	-3	-3	20	-3	2	0.1	-3	-9
